# Screens from PubChem BioAssay.
# M4 antag = human M4 muscarinic receptor antagonists, primary screen, CHO cells, Fluo-8 calcium fluorescence; CHO-hM4 cells, ACh EC80; 0.73% of 360,000 active; inhibition, % at 3 µM; Muscarinic acetylcholine receptor M4 (Homo sapiens), P08173; AID 624125, 2012;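 active means inhibition above its plate's cutoff, the mean inhibition of sample wells plus 3 SD, cut at about 27% in these data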;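 further: 0% = acetylcholine EC80 with DMSO and 100% = DMSO without agonist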
# M1 PAM = human M1 muscarinic receptor positive allosteric modulators, primary screen, CHO-K1 cells, Fluo-8 calcium fluorescence, 1536-well | AID 588819, 2011 | CHO-K1 hM1, ACh EC20; 0% = ACh EC20, 100% = maximal ACh | activation, % at 3 µM | 0.088% of 360,000 active; in the data active means activation above about 19%, passing the limit was not always enough
# Target sequence (P11229 whole entry, looked up): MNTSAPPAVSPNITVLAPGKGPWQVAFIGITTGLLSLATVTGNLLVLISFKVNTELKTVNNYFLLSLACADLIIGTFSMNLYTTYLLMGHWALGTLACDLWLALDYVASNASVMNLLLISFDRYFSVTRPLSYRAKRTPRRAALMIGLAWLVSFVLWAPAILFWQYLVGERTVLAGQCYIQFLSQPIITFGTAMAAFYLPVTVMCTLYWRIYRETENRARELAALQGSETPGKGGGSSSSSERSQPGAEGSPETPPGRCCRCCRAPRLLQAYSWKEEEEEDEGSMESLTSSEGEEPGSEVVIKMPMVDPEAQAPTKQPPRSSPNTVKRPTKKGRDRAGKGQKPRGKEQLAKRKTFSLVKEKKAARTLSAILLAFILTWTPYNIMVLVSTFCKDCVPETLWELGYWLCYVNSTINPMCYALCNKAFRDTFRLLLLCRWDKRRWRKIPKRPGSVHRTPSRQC
# CRFR2-BP ag = agonists of CRF-BP/CRF-R2 complex, primary screen, cell-based, HEK293, calcium dye fluorescence, uHTS. CRF-binding protein / CRF receptor 2 complex (human). calcium dye fluorescence (FLIPR); percent of saturating CRF peptide response. activation, % at 13.2 µM. 0.46% of 350,000 active. AID 588473, 2011;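 active means activation of at least 50%, plus an integration ratio under a set limit after plate pattern correction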;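 further: plate controls were neutral control wells without compound for no effect and CRF at EC100 for full effect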
# M5 ag = human M5 muscarinic receptor agonists, primary screen, CHO-K1 cells, Fluo-8 calcium fluorescence; CHO-K1 hM5 cells; 0% DMSO wells, 100% maximal acetylcholine response; AID 624037, 2012; 0.19% of 360,000 active; Muscarinic acetylcholine receptor M5 (Homo sapiens), P08912; activation, % at 3 µM;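 active means activation above the run's mean over test compounds plus 3 SD, cut at about 23% in these data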;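 further: signal is peak over basal fluorescence ratio across the kinetic read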
# M1 antag = human M1 muscarinic receptor antagonists, primary screen, CHO-K1 cells, Fluo-8 calcium fluorescence, 1536-well; Muscarinic acetylcholine receptor M1 (Homo sapiens), P11229; CHO-K1 hM1, ACh EC80 antagonist; inhibition, % at 3 µM; 1.3% of 360,000 active;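 active means percent inhibition above its own plate's cutoff, namely the mean of that plate's compound wells plus 3 SD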;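 further: peak over basal fluorescence ratio during 140 s after agonist addition; 0% = ACh EC80 plus DMSO and 100% = DMSO alone without agonist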
# CHRM5 PAM = human M5 muscarinic receptor positive allosteric modulators, primary screen, CHO-K1 cells, Fluo-8 calcium fluorescence | Muscarinic acetylcholine receptor M5 (Homo sapiens), P08912 | CHO-K1 hM5, ACh EC20 PAM; 0% = ACh EC20, 100% = ACh EC100 | activation, % at 3 µM | 0.3% of 360,000 active;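 active means activation above the run cutoff, the mean activation of all test compounds plus 3 SD, cut at about 18% in these data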
#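 Test system: CHO-K1 hM5 cells / Doses: single-point, 3 µM nominal / Times: Post-acetylcholine fluorescence recording 140 s / Technique: Fluo-8 calcium fluorescence / Measure: Max/basal fluorescence ratio as % of EC20–EC100 ACh window / Benchmarks: low control EC20 acetylcholine (0%), high control EC100 acetylcholine (100%) / Replicates: one well per compound, no replicates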
# CHRM5 antagonist = human M5 muscarinic receptor antagonists, primary screen, CHO cells, Fluo-8 calcium fluorescence | Muscarinic acetylcholine receptor M5 (Homo sapiens), P08912 | CHO-hM5 cells, ACh EC80 | inhibition, % at 3 µM | 0.59% of 360,000 active | AID 624040, 2012;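 active means inhibition above a per-plate cutoff, the mean of that plate's test compounds plus 3 SD, cut at about 27% in these data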;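 further: 0% = acetylcholine EC80 with DMSO and 100% = DMSO without agonist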
# CHRM4 agonist = human M4 muscarinic receptor agonists, primary screen, CHO-K1 cells, Fluo-8 calcium fluorescence | Muscarinic acetylcholine receptor M4 (Homo sapiens), P08173 | CHO-K1 hM4/Gqi5; vehicle 0%, full acetylcholine response 100% | activation, % at 3 µM | 0.14% of 360,000 active;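 active means activation above the run mean over all test wells plus 3 SD, cut at about 32% in these data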;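 further: peak over basal fluorescence ratio per well then scaled between controls; 0% = DMSO wells and 100% = acetylcholine at EC100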
# M4 PAM = human M4 muscarinic receptor positive allosteric modulators, primary screen, CHO-K1 cells, Fluo-8 calcium fluorescence. CHO-K1 hM4/Gqi5, ACh EC20; 0% = ACh EC20, 100% = maximal ACh. activation, % at 3 µM. 0.4% of 360,000 active;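 active means activation above its plate's cutoff, the mean activation of sample wells plus 3 SD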; further: some results filed as inactive read as strong as hits
# Numbers without * were called inactive; / = not tested or not shown.
# Letter code – A = M4 antag; B = M1 PAM; C = CRFR2-BP ag; D = M5 ag; E = M1 antag; F = CHRM5 PAM; G = CHRM5 antagonist; H = CHRM4 agonist; I = M4 PAM
CCOC(=O)N1CCN(C(=O)CSc2nc(-c3cccc(C)c3)ns2)CC1
  A: 3 | B: 7 | C: 0.7 | D: 6 | E: -1 | F: -3 | G: 3 | H: 4 | I: 2

COCCn1c(C(C)C)nc2sc3ccccc3c(=O)c2c1=O
  A: -1 | B: 4 | C: 0.4 | D: 2 | E: -5 | F: 0 | G: -8 | H: 0 | I: -2

COc1ccc(S(=O)(=O)NC(CC(=O)NCCc2ccccc2)c2ccco2)cc1 (stereo not drawn)
  A: -11 | B: 0 | C: -3.3 | D: 0 | E: -1 | F: 1 | G: -4 | H: 1 | I: 8

COc1ccc(/C(N)=N/OC(=O)CCC2CCCC2)cc1OC
  A: 3 | B: 3 | C: -0.2 | D: -4 | E: -10 | F: 1 | G: 1 | H: 0 | I: -3

CC(=O)Cc1nsc(NC(=O)c2ccc(F)cc2)n1
  A: -10 | B: 9 | C: -0.8 | D: 8 | E: -11 | F: 2 | G: -5 | H: 3 | I: 3

O=C(NCC1CCCO1)c1ccc(N2CCCCC2)c([N+](=O)[O-])c1 (stereo not drawn)
  A: 9 | B: 13 | C: 0.1 | D: -3 | E: -15 | F: -3 | G: 14 | H: 1 | I: -5

OC(COc1c(Br)cc(Br)cc1Br)CN1CCOCC1 (stereo not drawn)
  A: -8 | B: 5 | C: -4.2 | D: -6 | E: -10 | F: 0 | G: 1 | H: 2 | I: 11

O=C(Nc1ccc2c(c1)OCO2)c1cc2ncc(Br)cn2n1
  A: -7 | B: 6 | C: 3.0 | D: -1 | E: -2 | F: 7 | G: 6 | H: 1 | I: 7

Cc1nc2c(OCc3ccc(Cl)cc3)cccn2c1N(C)C(=O)CCC1CCCC1
  A: -6 | B: -3 | C: / | D: -1 | E: -12 | F: 1 | G: -1 | H: 0 | I: 3

c1ccc(CSc2nnc(-c3cccnc3)o2)cc1
  A: 6 | B: 8 | C: -0.5 | D: 1 | E: -6 | F: -3 | G: 1 | H: 1 | I: 14

Cc1ccc(/C=C2\CC(C)CC3=C2NC(=S)NC3c2ccc(C)cc2)cc1 (stereo not drawn)
  A: 0 | B: 10 | C: -0.9 | D: -5 | E: -20 | F: 0 | G: -1 | H: -1 | I: -8

COC(=O)Cc1c(O)ccn(Cc2cccc(C(F)(F)F)c2)c1=O
  A: 2 | B: -1 | C: 2.5 | D: -2 | E: 28 | F: 1 | G: 7 | H: 0 | I: -3

COc1cccc2cc(C(=O)N3CCN(c4ccccn4)CC3)c(=O)oc12
  A: -9 | B: 6 | C: 0.1 | D: -6 | E: -13 | F: 4 | G: -4 | H: 1 | I: 14

CCSc1nc(N)c(C#N)c(-c2ccco2)c1C#N
  A: 4 | B: 6 | C: 21 | D: -1 | E: 3 | F: 1 | G: 2 | H: 2 | I: -2

COc1cccc(-c2cc3nc(NCc4cccnc4)n(C)c(=O)c3s2)c1
  A: -8 | B: 16 | C: / | D: 1 | E: -8 | F: 5 | G: 12 | H: 1 | I: 7

CC(Sc1nc2ccccc2[nH]1)C(=O)O (stereo not drawn)
  A: 10 | B: 0 | C: -0.3 | D: -2 | E: 1 | F: 1 | G: 2 | H: 0 | I: 15

CC(C)Oc1ccc(CN2CCCC(CO)(Cc3ccc(F)cc3)C2)cc1 (stereo not drawn)
  A: 14 | B: -10 | C: 2.9 | D: -12 | E: 6 | F: -2 | G: 11 | H: 4 | I: -15

CCN(C[C@H]1N[C@@](CC)(C(=O)OC)[C@H]2C(=O)N(Cc3ccccc3)C(=O)[C@@H]12)S(=O)(=O)c1ccc(C(C)(C)C)cc1
  A: -10 | B: 5 | C: 10 | D: -1 | E: -6 | F: 7 | G: -6 | H: 0 | I: 4

COc1cc(/C=C/C(=O)OCC(=O)NC(=O)NC(C)C)cc(OC)c1OC
  A: -7 | B: 12 | C: 8.8 | D: 1 | E: -8 | F: 0 | G: 5 | H: 1 | I: 3

CCn1ccc2c(OCC(=O)NCCc3ccc(OC)c(OC)c3)cccc2c1=O
  A: -6 | B: 5 | C: -0.9 | D: 6 | E: -1 | F: 5 | G: -5 | H: 2 | I: 16

CC(=O)Nc1ccc(S(=O)(=O)Nc2ccc(NC(=O)c3ccco3)cc2)cc1
  A: 7 | B: 1 | C: -0.8 | D: 2 | E: 6 | F: -1 | G: 0 | H: 1 | I: 4

O=C(Nc1c(Cl)cc(Cl)cc1C(=O)NCCN1CCOCC1)c1cccc([N+](=O)[O-])c1
  A: 0 | B: 4 | C: 0.7 | D: -1 | E: 0 | F: -2 | G: -10 | H: 1 | I: -6

COc1ccc(CC(=O)NCCS(=O)(=O)N2CCN(c3ccccc3)CC2)cc1OC
  A: -12 | B: 9 | C: 0.3 | D: -2 | E: -14 | F: -3 | G: 4 | H: 4 | I: -3

Cn1c(N)c(C(=O)CSc2nc3ccccc3n2-c2ccccc2)c(=O)n(C)c1=O
  A: -4 | B: 8 | C: 3.0 | D: -2 | E: -9 | F: 4 | G: -11 | H: 1 | I: 10

O=C(Nc1ccc(F)cc1)c1cccc(NC(=O)C2C3CC4OC(=O)C2C4C3)c1 (stereo not drawn)
  A: 7 | B: 6 | C: 0.7 | D: 0 | E: 0 | F: -3 | G: -1 | H: 1 | I: -3

COc1cc(CC(CC(=O)c2ccc3c(c2)OCO3)C(=O)O)cc(OC)c1OC (stereo not drawn)
  A: 6 | B: 13 | C: 0.1 | D: 0 | E: -15 | F: -1 | G: 23 | H: 0 | I: 7

Cc1ccccc1CC(=O)c1ccc(O)c(C)c1O
  A: 5 | B: -2 | C: 0.0 | D: 0 | E: -3 | F: -11 | G: 7 | H: 3 | I: -6

O=C(Nc1nc2ccc(F)cc2s1)c1ccc(N2CCCC2=O)cc1
  A: 5 | B: 5 | C: -0.6 | D: 5 | E: -9 | F: -2 | G: 1 | H: 1 | I: 3

# Look-ups from the entries so far.
# Value for Cc1ccc(/C=C2\CC(C)CC3=C2NC(=S)NC3c2ccc(C)cc2)cc1 (stereo not drawn) in M1 antag: -20
# Value for CC(Sc1nc2ccccc2[nH]1)C(=O)O (stereo not drawn) in M4 PAM: 15
# Value for CC(=O)Nc1ccc(S(=O)(=O)Nc2ccc(NC(=O)c3ccco3)cc2)cc1 in M4 PAM: 4
# Value for O=C(Nc1ccc(F)cc1)c1cccc(NC(=O)C2C3CC4OC(=O)C2C4C3)c1 (stereo not drawn) in M4 PAM: -3
# Value for COC(=O)Cc1c(O)ccn(Cc2cccc(C(F)(F)F)c2)c1=O in M1 antag: 28
# Value for COc1ccc(CC(=O)NCCS(=O)(=O)N2CCN(c3ccccc3)CC2)cc1OC in CHRM5 PAM: -3

# For reference, three of the compounds above:
# Letter code – A = M4 antag; B = M1 PAM; C = CRFR2-BP ag; D = M5 ag; E = M1 antag; F = CHRM5 PAM; G = CHRM5 antagonist; H = CHRM4 agonist; I = M4 PAM
COc1cc(CC(CC(=O)c2ccc3c(c2)OCO3)C(=O)O)cc(OC)c1OC (stereo not drawn)
  A: 6 | B: 13 | C: 0.1 | D: 0 | E: -15 | F: -1 | G: 23 | H: 0 | I: 7

Cc1ccccc1CC(=O)c1ccc(O)c(C)c1O
  A: 5 | B: -2 | C: 0.0 | D: 0 | E: -3 | F: -11 | G: 7 | H: 3 | I: -6

O=C(Nc1nc2ccc(F)cc2s1)c1ccc(N2CCCC2=O)cc1
  A: 5 | B: 5 | C: -0.6 | D: 5 | E: -9 | F: -2 | G: 1 | H: 1 | I: 3

# Three compounds from above, arranged by their value in M4 antag, falling.
Structure | M4 antag
CCSc1nc(N)c(C#N)c(-c2ccco2)c1C#N | 4
CCn1ccc2c(OCC(=O)NCCc3ccc(OC)c(OC)c3)cccc2c1=O | -6
CC(=O)Cc1nsc(NC(=O)c2ccc(F)cc2)n1 | -10
